# Source: PubChem BioAssay (several laboratories)
# BaF3 parental: reduces parental Ba/F3 cell viability, JAK2V617F counter-screen | CellTiter-Glo ATP luminescence | inhibition, % at 5.6 µM | 1.1% of 220,000 active;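 active = inhibition above a per-campaign cutoff, the mean inhibition of all tested compounds plus 3 SD, cut at about 27% in these data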;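 note: 0% = DMSO wells and 100% = JAK Inhibitor I control wells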
# Tb hexokinase: T. brucei hexokinase 1 inhibition | recombinant TbHK1, G6PDH-coupled NADH A340 | inhibition, % at 10 µM | 0.11% of 220,000 active;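 active = inhibition of 50% or more in the single-dose primary screen; inactive = inhibition below 50%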
# PGE2 EP2 inh: blocks the human prostaglandin E2 receptor EP2; 0.52% of 260,000 active; inhibition, % at 25 µM; P43116; AID 1422; C6 glioma cells expressing human EP2, cAMP TR-FRET; cells stimulated with saturating PGE2;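 active = percent inhibition above 40 after rounding to a whole number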;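 note: rat C6 glioma host cells with rolipram phosphodiesterase inhibitor present; the protocol text gives 20 µM as final concentration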
# PPC-1+TRAIL kill: compounds killing PPC-1 cancer cells with TRAIL present (potentiator screen, no TRAIL-free arm). cell killing (% activity), % at 4 µM. AID 1443. PPC-1 cells + TRAIL, ATPLite viability luminescence. 0.41% of 220,000 active;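 active = cell killing above 50% in the first pass at 4 µM, then a duplicate retest at 5 µM averaging 50% or more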;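 note: plate controls were cells with TRAIL plus DMSO for no effect and medium-only wells lacking cells for full effect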
# p97 inhibitor: inhibitors of human p97 ATPase; recombinant p97 ATPase, Kinase-Glo ATP luminescence, 3 h; inhibition, % at 8 µM; 0.42% of 220,000 active; AID 1481; in the data active = inhibition above about 15%;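 note: 0% = DMSO vehicle and 100% = wells lacking enzyme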
# Target sequence (P55072 whole entry, looked up): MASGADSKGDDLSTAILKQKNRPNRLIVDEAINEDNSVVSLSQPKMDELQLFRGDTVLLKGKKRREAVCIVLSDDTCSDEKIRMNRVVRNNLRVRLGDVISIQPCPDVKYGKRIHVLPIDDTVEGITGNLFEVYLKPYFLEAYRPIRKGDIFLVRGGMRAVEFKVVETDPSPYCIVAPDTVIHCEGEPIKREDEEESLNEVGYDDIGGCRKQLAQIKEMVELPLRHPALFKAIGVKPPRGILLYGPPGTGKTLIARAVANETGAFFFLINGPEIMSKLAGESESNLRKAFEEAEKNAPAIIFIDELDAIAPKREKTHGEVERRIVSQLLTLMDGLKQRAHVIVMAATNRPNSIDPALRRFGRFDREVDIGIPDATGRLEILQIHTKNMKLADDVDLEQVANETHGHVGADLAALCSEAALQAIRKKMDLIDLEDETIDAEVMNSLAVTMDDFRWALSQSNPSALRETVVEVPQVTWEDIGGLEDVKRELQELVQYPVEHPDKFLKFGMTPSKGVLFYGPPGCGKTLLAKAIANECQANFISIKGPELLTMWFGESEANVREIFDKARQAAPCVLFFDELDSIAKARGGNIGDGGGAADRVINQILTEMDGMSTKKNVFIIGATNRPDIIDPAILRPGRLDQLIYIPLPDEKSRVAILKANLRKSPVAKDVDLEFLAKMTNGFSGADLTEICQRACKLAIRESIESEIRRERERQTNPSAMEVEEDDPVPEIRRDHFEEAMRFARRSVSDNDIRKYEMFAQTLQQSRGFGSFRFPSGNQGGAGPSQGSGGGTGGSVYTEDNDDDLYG
# Furin inh: inhibitors of human furin. 0.061% of 220,000 active. purified furin, fluorogenic substrate cleavage. P09958. inhibition, % at 30 µM; in the data active = inhibition above about 25%; note: inactives centre near -15
# Ba/F3 V617F tox: reduce viability of Ba/F3 cells dependent on JAK2V617F. AID 1446. inhibition, % at 5.6 µM. 1.1% of 220,000 active. Ba/F3 EpoR-JAK2V617F viability, ATP luminescence;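 active = inhibition above the campaign mean plus 3 SD over all tested compounds, cut at about 24% in these data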;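 note: cytokine-independent growth of Ba/F3 cells driven by EpoR plus mutant JAK2; 0% = DMSO-treated cells and 100% = JAK inhibitor I control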
# RBBP9 inhibitor: blocks human serine hydrolase RBBP9; recombinant RBBP9, FP-Rh probe fluorescence polarization; inhibition, % at 7.94 µM; AID 1515; 0.2% of 220,000 active;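 active = inhibition above the campaign mean of all tested compounds plus 3 SD, cut at about 14% in these data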;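 note: plate controls were DMSO wells with RBBP9 for no effect and wells lacking RBBP9 protein for full effect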
# Target sequence (O75884 whole entry, looked up): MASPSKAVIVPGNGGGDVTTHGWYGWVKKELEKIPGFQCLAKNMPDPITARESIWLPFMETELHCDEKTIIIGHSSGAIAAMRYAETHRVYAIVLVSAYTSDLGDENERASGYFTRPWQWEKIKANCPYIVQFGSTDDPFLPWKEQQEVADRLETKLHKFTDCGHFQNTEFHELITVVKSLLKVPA
#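 Measured by: FP readout at 525/598 nm; material: recombinant human RBBP9; also added: Serine-hydrolase probe FP-Rh, 375 nM pre-mixing; medium: Tris buffer pH 8.0, NaCl, Pluronic; replication: one well per compound; doses: one concentration, 7.94 µM nominal, 0.794% DMSO; timing: preincubation 30 min plus labeling 45 min at 25 °C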
# NCF1 inh: inhibitors of human p47phox binding. p47phox/p22phox peptide binding, fluorescence polarization, 2 h. 0.53% of 220,000 active. inhibition, % at 24.7 µM. P14598;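 active = inhibition above about 30%, limit read from the data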;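 note: 0% = p47phox with labelled peptide and 100% = labelled peptide alone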
# Numbers without * were called inactive; / = not tested or not shown; & = joins results of further samples; [ ] = dose if it differs, or a comment.
# Below each SMILES: BaF3 parental, Tb hexokinase, PGE2 EP2 inh, PPC-1+TRAIL kill, p97 inhibitor, Furin inh, Ba/F3 V617F tox, RBBP9 inhibitor, NCF1 inh
> C=C(C)CN1CCN(S(=O)(=O)c2ccc(C)c(N(C)S(=O)(=O)c3ccc(C)cc3)c2C)CC1
  4.8, 20.0, 8.3, 23.6, -7.5, -2.7, 1.8, -12.2, -10.9
> CC(C)CN(CCCNC(=O)CN1C(=O)COc2ccc(S(=O)(=O)N3CCCC3)cc21)CC(C)C
  1.6, 6.6, 3.6, -9.6, -5.5, -17.4, 1.9, -6.0, 3.4
> COc1ccc(CCNC(=O)c2ccc3c(=O)n(Cc4ccco4)c(=S)[nH]c3c2)cc1OC
  0.2, -15.3, 12.2, 11.0, 3.4, -9.6, -3.9, -2.4, -11.2
> NC(=O)c1sc2nc(-c3ccco3)ccc2c1N
  -0.5, -53.7, 21.1, 17.9, 24.3*, -0.8[20 µM], -2.0, 8.3, -26.0
> O=C(Nc1nc2c(s1)CCCC2)c1cc(-c2ccncc2)nc2ccccc12
  6.7, -13.6, 2.9, 18.1, 2.6, -15.2, 0.2, 0.7, 7.6
> COc1ccc(C2CCCN2C(=O)Nc2ccc(F)cc2)cc1OC (stereo unspecified)
  6.7, 6.0, 3.8, 12.5, 5.5, -12.0, -0.1, -3.8, -2.1
> CC(C)Oc1ccc(C2C(C#N)=C(N)Oc3c2oc(CO)cc3=O)cc1 (stereo unspecified)
  0.1, 5.1, 4.4, 8.8, -0.7, -5.7, 5.7, -1.9, 0.8
> CC1CC2C3CCC4=CC(=O)C=CC4(C)C3(F)C(O)CC2(C)C1(O)C(=O)CO (stereo unspecified)
  -7.0, 7.3, 4.5, 8.1, -2.5, -12.8, 16.5, 4.3, -4.4
> COc1ccc(-n2nnnc2SC(C)C(=O)NCC(=O)Nc2ccc(F)c(F)c2F)cc1 (stereo unspecified)
  3.1, -9.5, 3.1, 20.4, -3.0, -18.2, 2.1, -10.8, -12.1
> Cc1cc(C(=O)c2cnc(/N=C/N(C)C)s2)c(F)cc1Cl
  0.6, -17.6, 9.8, 11.8, -0.8, 19.3, -0.3, -4.2, -2.9
> CCCNC(=O)C12CCC(C)(C(=O)C1Br)C2(C)C (stereo unspecified)
  -2.2, -5.0, 6.2, 9.2, 6.6, -18.9, -5.0, 1.8, 0.2
> CC(=O)c1ccc(N2CCN(C(=S)Nc3ccccc3C(F)(F)F)CC2)cc1
  11.8, -29.7, 4.8, -20.1, -0.9, -2.5, 3.7, -3.6, -7.6
> CCOC(=O)C1C(=O)N(C(=O)c2ccc(OC)cc2)CC1c1ccccc1 (stereo unspecified)
  4.9, 0.6, 9.5, 21.3, 0.2, -12.1[20 µM], -0.7, -4.3, -3.5
> N#C/C(=C(/O)c1ccc([N+](=O)[O-])cc1)c1nnc2n1CCCCC2
  0.8, -2.1, 8.1, 0.4, 0.9, -24.0, -2.9, 5.5, -3.0
> N#Cc1ccc(Sc2ccccn2)c([N+](=O)[O-])c1
  -1.5, -14.3, -0.1, 9.8, -3.5, -26.8, 0.8, -5.1, 2.2

# p97 inhibitor: hit marks shown above.
canonical_smiles | Tb hexokinase | p97 inhibitor | Furin inh | RBBP9 inhibitor | NCF1 inh
NC(=O)c1sc2nc(-c3ccco3)ccc2c1N | -53.7 | 24.3* | -0.8[20 µM] | 8.3 | -26.0

# (further entries)
# Below each SMILES: BaF3 parental, Tb hexokinase, PGE2 EP2 inh, PPC-1+TRAIL kill, p97 inhibitor, Furin inh, Ba/F3 V617F tox, RBBP9 inhibitor, NCF1 inh
> CCN(CC)C(=O)CC(c1ccc(F)cc1)c1ccc(OC(C)C)cc1 (stereo unspecified)
  5.3, -12.8, 2.6, 13.8, -7.2, -11.7, -0.7, -4.4, -2.4
> O=C(NCCc1csc(-c2cccnc2)n1)c1cccc(Cl)c1
  2.5, 7.0, 6.3, 9.3, -2.7, -21.4, 1.1, -11.1, 3.4
> CCCN(CCC)C(=O)CSc1nc2ccccc2c(=O)n1C1CCCC1
  0.3, -0.9, 14.2, -3.1, -6.0, -14.0[20 µM], 0.3, 12.3, -2.2
> Cc1ccc(C)c(NC(=O)COc2cccc3c2CCN(Cc2ccccc2C)C3=O)c1
  5.4, -4.6, 7.5, -1.0, 0.3, -10.1, -0.9, -7.3, -3.2
> O=C1CCCc2c1cc(C(=O)NC1CCSC1=O)c(=O)n2-c1ccccc1 (stereo unspecified)
  4.0, -21.7, -2.9, 39.2, 4.9, -14.7[20 µM], -1.8, -5.4, -11.0
> CCOC(=O)C1CCCN(C(=O)C2CCN(S(=O)(=O)c3cccs3)CC2)C1 (stereo unspecified)
  2.7, 0.0, 7.2, -21.1, -3.1, -18.5[20 µM], -1.9, -5.6, -7.8
> COCCNc1nc(C)cc(-c2cc(C(=O)NCc3ccccc3)on2)n1
  /, -1.6, 12.8, 9.8, /, -30.2, /, /, -9.3
> CCOC(=O)C1(Cc2cccc(F)c2)CCN(C(=O)C2CCOCC2)CC1
  3.1, -9.2, 2.0, 17.6, -1.1, -16.0, 0.2, 3.0, 0.7
> Cc1cc(C)cc(C(=O)NC2C(=O)N3C(C(=O)O)=C(CSc4nnc(C)s4)CSC23)c1 (stereo unspecified)
  1.5, 13.1, 7.2, 15.1, -4.8, -7.7, 3.7, -9.0, 1.1
> Cc1ccnc(SCc2cc(=O)c(OC(=O)c3cccs3)co2)n1
  7.0, -3.6, 3.4, 15.4, 0.8, -28.3, 2.1, 0.0, 2.1
> Cc1[nH]c2ccccc2c1C(c1ccncc1)N1CCC(C)CC1 (stereo unspecified)
  3.4, -4.6, 9.4, -6.0, 1.2, -21.0, -0.3, -5.4, -2.9
> Cc1ccc(NCC(=O)N/N=C/c2cc(O)ccc2[N+](=O)[O-])cc1
  8.2, -3.2, 4.2, -0.2, 3.9, -7.2, 4.4, 5.2, -2.9
> CC(C)NC(=O)CSc1nnc(-c2ccc(F)cc2)c2ccccc12
  1.7, -12.1, 11.1, -18.0, -0.8, -19.1, 1.7, -9.1, -0.1
> Cn1nnnc1SCC(=O)NCC(=O)c1ccccc1
  -0.1, 0.5, 2.8, 7.6, -3.7, -15.2, 2.3, 1.7, -0.5
> CC(=O)c1c(C)cc(C)c(CSc2nnc(-c3ccco3)o2)c1C
  2.6, 4.7, 7.0, -24.7, -4.5, -20.6[20 µM], 2.3, -6.2, -59.0

# Below each SMILES: BaF3 parental, Tb hexokinase, PGE2 EP2 inh, PPC-1+TRAIL kill, p97 inhibitor, Furin inh, Ba/F3 V617F tox, RBBP9 inhibitor, NCF1 inh
> COCCN=C1Sc2nc3ccc(C)cc3cc2CN1Cc1cccs1
  9.7, -7.6, 3.1, -13.5, -0.5, -32.7, 2.8, 0.4, /
> Cc1nn(C)c(C(=O)NC2C3CC4CC(C3)CC2C4)c1Cl (stereo unspecified)
  3.4, -3.7, 10.3, 24.5, -3.9, -16.4, 1.5, -6.0, 3.8
> COc1ccc(CSCCc2n[nH]c(=S)n2-c2ccccc2)cc1C
  6.7, 3.0, 9.0, 4.3, 3.6, -18.8, 1.7, -0.6, -37.3
> CCNc1nc(NC(C)C)nc(N(C#N)Cc2ccccc2)n1
  8.8, 21.3, 3.6, 6.9, -5.9, -21.5, 3.4, -1.6, -11.9
> COc1ccc(C(=O)Nc2sc(C(=O)N(C)C)c(C)c2C#N)cc1[N+](=O)[O-]
  -3.8, -22.2, 16.3, 7.3, 1.9, -7.5, 1.3, -4.4, 6.7
> CC(=O)Cc1nsc(NC(=O)c2ccc(-c3ccccc3Cl)o2)n1
  4.5, -46.9, 5.0, 4.8, 2.7, -21.9[20 µM], -0.3, -3.7, -11.2
> CCc1ccc(OCC(=O)Nc2ccc3c(c2)COC3=O)cc1
  -0.2, 1.9, 4.7, 0.6, 0.9, 4.1[20 µM], -3.5, 1.7, -14.3
> Cc1ccc(OCC(=O)NC2CCCC2)c(C)c1
  2.5, 7.9, 11.1, -22.4, -9.6, -8.6[20 µM], 5.4, -9.0, -22.2
> Cc1cc(C)cc(-c2nnc(SCC(=O)N3CCN(C(=O)c4ccco4)CC3)o2)c1
  4.2, 4.1, 3.9&6.3, 20.6, 0.2, -11.7, -1.8, -5.5, -9.0
> CNC(=S)NNC(=O)CSCc1c(Cl)cccc1Cl
  -6.1, -5.1, 5.5, -14.6, 5.0, -5.3, 2.2, 4.4, -35.2
> CCOC(=O)c1sc(C)c2c1NC(c1ccc(N(C)C)cc1)NC2=O (stereo unspecified)
  3.2, -7.0, 14.9, 16.4, 0.4, -17.1[20 µM], 0.1, -6.6, -16.5
> CC1SC(C)C(=O)N(CC(=O)Nc2ccc([N+](=O)[O-])cc2)C1=O (stereo unspecified)
  2.6, -10.6, 6.3, 8.8, 3.5, -16.1, -2.1, -3.2, -7.5
> Cc1ccc(CNC(=O)c2ccc3c(=O)c(O)c(-c4ccc(C)cc4)[nH]c3c2)cc1
  /, -13.2, 10.9, 34.7, /, -26.0, /, /, -0.4
> CCOC(=O)NC(=O)/C(C=Nc1ccc(Cl)cc1)=C(\C)O
  9.6, -3.5, 0.4, 7.3, 3.8, -13.9, -1.2, 12.6, 1.1
> COC(CNC(=O)c1ccc2c(c1)ncn2-c1ccc(F)c(F)c1)OC
  7.5, -1.1, 2.2, 15.7, 3.3, -17.0, 2.0, -1.1, -2.8

# Below each SMILES: BaF3 parental, Tb hexokinase, PGE2 EP2 inh, PPC-1+TRAIL kill, p97 inhibitor, Furin inh, Ba/F3 V617F tox, RBBP9 inhibitor, NCF1 inh
> O=C(/C=C/c1cccnc1)c1ccccc1O
  -5.1, -14.1, 9.4, -0.9, 3.9, -27.6, -0.6, 0.1, -18.2
> O=C(Nc1ccccc1-c1nnc(SCc2ccccc2)o1)c1ccccc1
  3.2, -1.2, 4.4, 0.1, 0.2, -17.0[20 µM], -3.4, -7.7, -9.6
> COc1ccc(-n2c3c(cc(C(=O)NNc4ccccc4C)c2=O)C(=O)CC(C)(C)C3)cc1
  2.4, -12.7, 11.1, -6.3, 0.0, -22.6, -1.9, -5.4, 2.2
> COc1ccc(CCNC(=O)CSc2nnc(Cn3c(=O)sc4ccccc43)n2C)cc1OC
  1.1, -16.8, 9.8, 9.6, 0.6, -14.9, -2.5, -0.8, -12.4
> Cn1cc(Br)c(C(=O)NN2C(=O)C3C4C=CC(C5CC45)C3C2=O)n1 (stereo unspecified)
  3.0, -6.2, 2.6, 20.2, -0.1, -30.1, -0.4, 7.7, /
> CC(C)CC(NS(=O)(=O)c1ccc2c(c1)oc(=O)n2C)C(=O)N1CC=C(c2ccccc2)CC1 (stereo unspecified)
  1.1, -9.6, 7.4, 12.0, -3.6, -14.6, 0.6, -9.0, -12.4
> Cc1nn(C2CCS(=O)(=O)C2)c(Cl)c1/C=C/C(=O)OCC(=O)c1c[nH]c2ccccc12 (stereo unspecified)
  2.7, 27.5, 11.8, -1.6, -1.3, -3.7, -1.3, -10.3, -48.2
> C=CCN1C(=O)/C(=C\c2ccco2)C(C(=O)OC)=C1C
  9.5, 2.9, 6.0, 16.1, -5.0, 15.1, 4.0, -23.2, -5.3
> O=C(Oc1ccccc1C(=O)N1CCOCC1)c1cccc(Br)c1
  3.9, -0.3, 10.5, 8.1, 1.1, -21.9, 0.5, -7.1, -12.6
> CN(C)c1ccc(C2C3C(=O)NC(=O)C3ON2c2ccc(Cl)cc2)cc1 (stereo unspecified)
  0.8, -9.1, 6.2, 13.3, -2.6, -23.8, -5.7, -0.7, -6.2
> COc1ccc(-c2cc(-c3c(O)c(OC)c4occc4c3OC)[nH]n2)cc1OC
  8.7, -8.9, 7.6, 11.4, 0.5, -23.5, 1.8, 14.6*, -22.2
> COc1ccc(C(CCN2CCN(c3ccccc3)CC2)c2c(OC)cc(OC)c3c(-c4ccccc4)cc(=O)oc23)cc1 (stereo unspecified)
  /, -26.2, 12.5, 12.7, /, -1.8, /, /, -6.3

# The list is partial; count on the stated rates, not on these rows.
